PPC-1+TRAIL kill: kills PPC-1 cancer cells in the presence of TRAIL; AID 1443; 0.41% of 220,000 active; PPC-1 cells + TRAIL, ATPLite viability luminescence; cell killing (% activity), % at 4 µM;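 active = cell killing above 50% in the first pass at 4 µM, then a duplicate retest at 5 µM averaging 50% or more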;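 also: plate controls were cells with TRAIL plus DMSO for no effect and medium-only wells lacking cells for full effect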
14-3-3 Bad inh: disrupts binding of bovine 14-3-3 zeta to phospho-Bad peptide | 0.71% of 220,000 active | P63103 | TR-FRET 14-3-3zeta/Dy647-pBad peptide displacement, 1 h | inhibition, % at 21.7 µM;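 active = inhibition above about 70%, limit read from the data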;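 also: 0% = full 14-3-3 plus peptide FRET controls and 100% = background without 14-3-3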
Target sequence (P63103 whole entry, looked up): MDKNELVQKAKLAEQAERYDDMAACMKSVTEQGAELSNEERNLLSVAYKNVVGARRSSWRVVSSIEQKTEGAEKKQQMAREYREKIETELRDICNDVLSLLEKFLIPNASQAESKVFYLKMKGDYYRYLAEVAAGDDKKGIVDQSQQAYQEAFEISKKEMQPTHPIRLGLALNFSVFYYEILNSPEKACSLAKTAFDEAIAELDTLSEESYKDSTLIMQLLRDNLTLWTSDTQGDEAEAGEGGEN
TRPML3 ag: human mucolipin-3 channel agonism. Q8TDD5. HEK293 TRPML3-YFP, Fluo-8 calcium fluorescence; 100% = the carbachol control signal. activation, % at 3 µM. 0.29% of 220,000 active;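 active = activation above its plate's cutoff, the mean activation of the plate's test wells plus 3 SD, cut at about 12% in these data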;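 also: 0% = DMSO only wells and 100% = carbachol wells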
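Test system – HEK293 line with stable expression of human TRPML3-YFP channel · Control set – carbachol 87 µM final as high control (100%), DMSO as low control (0%) · Signal – Fluo-8 calcium dye fluorescence, ex 470-495, em 515-575 nm · Incubation – 1-h 37 °C dye load, 5-s basal, 120-s post-compound reads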
NPY-Y1 PAM-ag: potentiators or agonists of human neuropeptide Y receptor Y1; P25929; 0.37% of 220,000 active; activation, % at 3.6 µM; NPY-Y1 expressing cells, potentiator/agonist activation; in the data active = activation above about 33%, passing the limit was not always enough;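 also: cells stimulated with NPY at EC10 then isoproterenol at EC100; 0% = low agonist plus stimulus and 100% = saturating agonist plus stimulus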
Target sequence (P25929 whole entry, looked up): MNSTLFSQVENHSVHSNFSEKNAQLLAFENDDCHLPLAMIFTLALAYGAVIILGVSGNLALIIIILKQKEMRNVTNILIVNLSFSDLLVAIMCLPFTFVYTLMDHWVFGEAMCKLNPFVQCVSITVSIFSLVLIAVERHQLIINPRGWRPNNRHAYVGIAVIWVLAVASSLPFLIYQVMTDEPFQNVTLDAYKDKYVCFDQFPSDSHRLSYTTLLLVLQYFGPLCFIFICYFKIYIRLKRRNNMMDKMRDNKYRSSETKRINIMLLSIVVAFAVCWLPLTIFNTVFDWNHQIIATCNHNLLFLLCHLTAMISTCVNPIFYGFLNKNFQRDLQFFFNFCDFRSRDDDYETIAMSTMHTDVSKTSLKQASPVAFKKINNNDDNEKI
EP2 antag: blocks the human prostaglandin E2 receptor EP2. AID 1422. C6 glioma cells expressing human EP2, cAMP TR-FRET; cells stimulated with saturating PGE2. 0.52% of 260,000 active. inhibition, % at 25 µM;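 active = percent inhibition above 40 after rounding to a whole number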;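 also: rat C6 glioma host cells with rolipram phosphodiesterase inhibitor present; the protocol text gives 20 µM as final concentration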
Target sequence (P43116 whole entry, looked up): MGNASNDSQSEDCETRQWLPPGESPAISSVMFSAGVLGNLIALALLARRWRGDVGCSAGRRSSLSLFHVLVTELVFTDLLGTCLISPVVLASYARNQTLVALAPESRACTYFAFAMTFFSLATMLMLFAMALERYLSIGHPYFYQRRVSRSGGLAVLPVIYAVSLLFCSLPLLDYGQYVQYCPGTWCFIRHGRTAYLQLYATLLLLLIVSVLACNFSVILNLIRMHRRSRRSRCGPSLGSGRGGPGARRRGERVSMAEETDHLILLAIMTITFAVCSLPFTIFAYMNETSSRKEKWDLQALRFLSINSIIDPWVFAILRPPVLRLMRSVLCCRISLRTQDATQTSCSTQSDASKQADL
zfTRPN1 agonist: zebrafish TRPN1 (NompC) channel agonism | 0.18% of 220,000 active | AID 1424 | activation, % at 3 µM | HEK293 zebrafish TRPN1-YFP, Fluo-8 calcium fluorescence; 100% = response to 87 µM carbachol;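 active = activation above its plate's cutoff, the mean activation of test wells on that plate plus 3 SD, cut at about 19% in these data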;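 also: 0% = DMSO alone and 100% = 87 µM carbachol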
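Material: zebrafish TRPN1-YFP in HEK293 cells. Doses: one dose of 3 µM, 0.3% DMSO. Incubation: dye 1 h 37 °C plus 30 min RT. Measured by: intracellular calcium fluorescence with Fluo-8.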
CHOP inh: inhibitors of CHOP induction in ER stress response; CHO-K1 CHOP-promoter luciferase, tunicamycin-induced, 15-18 h; inhibition, % at 10 µM; 3.8% of 220,000 active; AID 2732;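 active = compounds that reduced the stress-induced luciferase reporter signal by more than about 70% of percent inhibition, limit read from the data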;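 also: 0% = tunicamycin plus vehicle and 100% = wells without tunicamycin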
NPY-Y1 antag: NPY-Y1 (human) receptor antagonism; HEK293-CNG Y1 cells, membrane potential fluorescence; NPY at EC95, then isoproterenol; AID 1040; inhibition, % at 3.6 µM; 1% of 200,000 active;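 active = inhibition above the campaign mean inhibition of all tested compounds plus 3 SD, cut at about 20% in these data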;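 also: 0% = DMSO wells given NPY plus isoproterenol and 100% = isoproterenol alone without NPY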
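Material: HEK293 cells with Y1 receptor plus CNG channel; times: compound incubation 1 h at room temperature, readout 45 min post-stimulation; signal: fluorescence, membrane potential probe; read-out basis: fluorescence ratio normalized to % inhibition between controls; benchmarks: full-block control isoproterenol-only wells, zero-block control NPY plus isoproterenol wells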
EP2 modulator: EP2 receptor (human) modulation | EP2-expressing cells, cAMP HTRF FRET, PGE2 co-stimulation | 0.83% of 260,000 active | induction, % at 25 µM | P43116 | AID 940;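 active = compounds whose cAMP rise, as percent of the full-agonist control response, exceeds 60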;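 also: rat C6 glioma line stably carrying human EP2 under a CMV promoter; the protocol text gives 20 µM as final concentration; 100% = response of wells given 1 µM PGE2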
Numbers without * were called inactive; . = not tested or not shown; & = joins results of further samples; [ ] = remark or other dose. Some of the compounds tested. The share of hits here may be higher or lower than overall.

The line under a structure holds: PPC-1+TRAIL kill	14-3-3 Bad inh	TRPML3 ag	NPY-Y1 PAM-ag	EP2 antag	zfTRPN1 agonist	CHOP inh	NPY-Y1 antag	EP2 modulator
Cc1ccc(NC(=O)CN(C)C(=O)CSc2ncc(C(F)(F)F)cc2Cl)cc1
→ -30.0	-15.4[fluorescence artefact?]	-0.2	-19.8	1.8	-0.8	29.4	-0.1	12.2
CCOC(=O)c1cc(-c2ccco2)nn1-c1ccc(C)cc1
→ 12.1	-0.5	0.1	6.0	6.1	-1.3	14.3	6.3	51.7
O=C(CNC(=O)OCc1ccccc1)NC1CCCCCCC1
→ 6.3	-7.3[fluorescence artefact?]	-0.8	22.2	3.4	-0.5	-7.9	-2.1	-12.4
CC(C(=O)Nc1nc2ccccc2[nH]1)N1C(=O)C2CC=CCC2C1=O (configuration not stated)
→ -7.3	-12.7	1.3	-12.1	8.3	1.4	19.9	12.6	-11.5
COc1ccc(CC(=O)Nc2ccc(N3CCOCC3)cc2)cc1OC
→ 3.7	0.5	1.4	-8.6	7.3	1.4	10.1	.	-1.3
CCn1cc(CN2CCCC(CNS(=O)(=O)Cc3ccccc3)C2)cn1 (configuration not stated)
→ 14.8	-4.5	0.1	5.1	5.5	-1.7	-6.5	1.6	-23.6
Cc1cccc(Nc2nc(-c3ccc4c(c3)OCCO4)cs2)c1
→ 40.2	26.1	-0.2	4.4	15.2	-0.2	32.5	-1.8	12.8
Cc1c(Cl)c([N+](=O)[O-])nn1CCCC(=O)Nc1cc(Cl)ccc1Cl
→ 10.9	-6.5	-0.9	-41.4	1.7	0.7	19.8	1.8	-16.3
Cc1ccc(-c2csc3ncnc(SCC(=O)NCc4ccc5c(c4)OCO5)c23)cc1
→ 7.6	-13.7[fluorescence artefact?]	-0.6	-4.9	7.9&13.2	-0.3	37.5	4.7	-79.4&-53.0
COC(=O)c1nc(N)sc1C
→ 37.0	-10.3	0.0	-4.3	0.6	0.4	6.1	0.3	5.2
CC(Sc1nc(N(C)C)nc(N2CCOCC2)n1)C(=O)Nc1ccccc1 (configuration not stated)
→ 10.0	-5.0	-0.4	-6.5	6.8	-0.9	46.7	10.0	8.1
COc1cccc(OCCn2cc(C(=O)c3ccco3)c3ccccc32)c1
→ 17.2	7.5	-0.1	-42.4	18.2	0.8	-11.7	14.5	7.7
Cc1cc(CNC(=O)c2ccc3c(c2)OCO3)c2ccccc2n1
→ 19.1	-1.3	1.3	10.6	7.1	4.9	11.2	4.6	-23.8
CCOC(=O)c1[nH]c(C)c(C(=O)N2CCN(c3cccc(Cl)c3)CC2)c1C
→ 8.8	5.8	-0.5	12.4	5.6	-2.5	56.4	-4.4	-50.8
COc1ccc(NC(=O)Nc2ccc(C(=O)N3CCOCC3)cc2)cc1
→ 4.9	-6.6	-0.1	8.0	10.0	0.8	3.1	-5.5	-3.7
COCCN(C(=S)Nc1ccc(C(C)C)cc1)C(C)c1cccs1 (configuration not stated)
→ 32.9	-11.8	0.2	-1.6	4.6	1.0	17.5	3.1	19.7
COc1ccc(C)cc1N(C(=O)CNC(=O)c1ccco1)C(C(=O)NC1CCCC1)c1cccnc1 (configuration not stated)
→ -0.6	-9.8	0.2	-3.0	8.8	0.7	34.4	6.1	19.0
COc1cc(CNn2cnnc2)ccc1OCC(=O)NC(C)(C)C
→ 8.9	10.1	1.1	17.4	9.9	1.3	17.9	1.4	-8.8
O=S(=O)(c1ccc(F)cc1)c1nc(-c2ccco2)oc1Nc1ccc(F)cc1
→ 30.3	-9.2	-0.9	-41.9	5.4	-2.0	20.9	5.2	11.6
CCOC(=O)c1ccccc1NC(=O)c1cccc(F)c1
→ 6.6	-2.0	0.1	-18.4	13.7	0.2	74.2*	5.2	50.3
O=C1C2=C(CCCC2)C(=O)N1c1cccc(OCCBr)c1
→ 40.2	5.2	0.0	-38.6	14.2	-0.2	-18.0	3.1	25.0
Cc1nc(NS(=O)(=O)c2ccc(Cl)s2)c2c3c(sc2n1)CCCC3
→ 2.1	1.8	1.4	19.1	11.5	3.8	-8.2	.	-17.1
CCCCCCCC[n+]1cccc(C(=O)N(CC)CC)c1
→ 25.6	7.6	0.9	4.6	10.9	1.0	-10.2	-0.8	15.8
O=C1CCCc2ccccc2N1Cc1ccc(Cl)cc1Cl
→ 7.6	-18.7	-1.0	-5.8	17.6	0.4	62.2	0.0	49.0
COc1cc(NC(=S)NCCC(c2ccccc2)c2ccccc2)c(OC)cc1Cl
→ 6.9	-2.6[fluorescence artefact?]	0.1	17.3	5.4	-0.3	2.3	0.1	-10.8
O=C(O)C1CCCN(C(=O)NCc2ccccc2)C1 (configuration not stated)
→ -1.9	3.7	0.5	20.9	12.2	3.7	13.2	0.2	-1.2
Cc1cc(C(=O)Nc2cccc(O)c2)c(C)o1
→ 13.0	1.8	0.5	-13.0	7.5	-0.7	-0.2	9.8	5.0
CC(C)NC(=O)NC(=O)COc1ncnc2sccc12
→ 28.3	11.4	0.4	-4.9	5.6	0.9	-2.7	-3.2	-1.5
O=C(Cc1c(F)cccc1Cl)Nc1nc2ccccc2s1
→ -5.4	-0.8	0.0	-3.3	10.7	0.2	13.7	1.6	-36.6
Fc1ccc2nc(N3CCCCC3)sc2c1
→ 15.0	10.9[fluorescence artefact?]	0.3	2.0	7.4	-1.1	-7.4	-3.1	-26.9
COc1ccc(CNC(=O)COc2ccc(S(=O)(=O)NC(C)C)cc2)cc1
→ 40.7	0.9	-0.3	1.6	11.9	0.2	23.2	3.1	18.6
CCCCC(=O)Nc1ccc(N2CCCC2)cc1
→ .	.	0.4	-17.1	10.4	-0.2	.	3.5	.
CCCCC(=O)Nc1ccc(C(=O)NCCCn2ccnc2)cc1
→ 19.1	-0.2	1.1	2.4	5.4	0.9	.	-2.4	-19.2
Cc1ccc(S(=O)(=O)Nc2ccc(NC(=O)CN3CCCCC3)cc2)cc1
→ -12.5	-1.0	0.6	-10.0	10.9	0.0	45.4	1.1	3.8
Cc1nn(CC(=O)OCCOc2ccc(Br)cc2)c(C)c1[N+](=O)[O-]
→ 15.2	-6.0	-0.4	-7.9	4.2	-3.0	11.0	6.9	-2.1
Cc1cc(C(F)F)n2nc(C(=O)Nc3sc4c(c3C#N)CCC4)nc2n1
→ -4.9	0.0	0.3	-7.2	10.1	0.8	5.5	-0.5	5.4
CC1CCCC(C)N1c1nnc(N)s1 (configuration not stated)
→ -0.8	-4.3	0.2	-8.0	4.4	1.0	9.8	2.2	0.1
N#C/C(=C(/O)COC(=O)Cc1c[nH]c2ccccc12)c1nc2ccccc2[nH]1
→ 1.6	-1.4[fluorescence artefact?]	0.3	-4.5	4.5	0.4	-11.4	12.4	-8.6
CC(=O)Oc1cc2c(cc1Cl)C1(CC(c3ccccc3Cl)O2)CC(C)(C)NC(=S)N1 (configuration not stated)
→ 20.4	-8.2[fluorescence artefact?]	0.1	20.0	16.3	-1.0	12.9	-2.6	18.6
Cc1ccc(S(=O)(=O)NCCC(=O)Nc2nccs2)cc1
→ 15.2	-8.3	-0.1	-20.2	4.8	1.0	4.6	3.0	-5.8
O=C(NCC1CCCO1)/C(=C\c1ccco1)NC(=O)c1ccccc1 (configuration not stated)
→ 24.4	-6.2	0.3	-29.4	8.6	-0.2	6.9	3.3	-9.9
CC1CCCN(CCCOc2ccc([N+](=O)[O-])cc2)C1 (configuration not stated)
→ 10.0	43.2[fluorescence artefact?]	0.4	-2.9	1.6	0.5	13.8	-2.5	7.6
COC(=O)c1cc(C)sc1NC(=O)c1cccnc1
→ 17.8	-6.2	-0.3	10.1	5.0	-0.1	61.5	0.4	29.9
CCCCn1c(-c2cc(Cl)ccc2OC)n[nH]c1=S
→ 10.8	-80.9	-2.1	7.0	10.5	-0.9	48.1	5.9	21.3
CC1Cc2ccccc2N1C(=O)CSc1nnc(-c2ccc(S(=O)(=O)N3CCOCC3)cc2)n1C (configuration not stated)
→ 4.1	-6.4	0.6	-0.7	7.3	1.5	35.0	-2.6	-0.6
O=C(NCc1csc(-c2cccs2)n1)Nc1ccc(C(F)(F)F)cc1
→ 13.9	1.4	-0.1	-17.2	16.8	-0.8	30.1	.	2.2
O=C(CSc1nnc2n1CCCN2)c1ccccc1
→ 1.5	-2.3	0.5	-8.9	2.5	0.2	-11.1	.	1.9
O=C(c1ccco1)N1CCN(C(=O)C(Sc2ccccc2)c2ccccc2)CC1 (configuration not stated)
→ 18.6	1.1[fluorescence artefact?]	0.5	1.2	16.0	1.4	4.1	0.1	7.0
C/C(N)=C(/C#N)C(=O)CSc1nnc(Nc2ccccc2C)s1
→ 3.4	-0.4	-0.3	10.1	18.9	-0.1	-8.1	-1.1	-22.1
COC(=O)CCC(=O)OC1(C)C(=O)C=C2C=C(C3CC3)N(Cc3ccccc3)C=C2C1=O (configuration not stated)
→ 2.4	-2.9	.	.	4.4	.	13.7	.	1.9
Cc1nn(-c2ccccc2)c(N)c1C(O)(C(F)(F)F)C(F)(F)F
→ -9.2	8.7[fluorescence artefact?]	0.7	-14.2	4.1	1.3	7.6	-1.3	11.0
CSc1nc(Cl)c(Cc2ccc(OC(C)C)cc2)c(N(C)C)n1
→ 27.9	12.1	-0.2	-28.7	9.4	0.2	20.5	48.8*	31.3
Cc1nc(N2CCOCC2)nc2c1CCC2
→ 2.1	-1.2	-1.0	0.9	5.1	1.2	6.8	4.4	28.9
Cc1cnc(C(=O)Nc2ccc(N3CCOCC3)cc2)cn1
→ 9.8	3.0	0.7	20.1	7.0	0.7	8.6	1.5	30.1
CC1CCCCC1NC1=NCCCS1 (configuration not stated)
→ 12.2	-7.9	0.0	-10.6	4.2	0.8	-2.9	1.6	-4.3
Cc1nn(Cc2ccccc2)c(N)c1C#N
→ 19.5	-0.1	0.0	7.8	10.4	2.7	19.9	-6.4	12.8
COc1cc(NC(=S)NCc2cccnc2)cc(OC)c1
→ 17.7	5.4[fluorescence artefact?]	0.4	3.4	5.6	-0.2	-19.1	-0.1	4.0
CCc1ccc(N2CC34C=CC(O3)C(C(=O)OC)C4C2=O)cc1 (configuration not stated)
→ -0.8	7.1	0.7	-14.1	5.6	1.3	35.2	-2.6	11.4
COc1ccc(NC(=O)C2CCC(CNc3c(N4CCC(C)CC4)c(=O)c3=O)CC2)cc1OC (configuration not stated)
→ -20.2	10.1	-0.2	-3.4	13.3	0.6	16.0	2.4	1.6
O=C(NCC1CCCO1)Nc1ccc(Cl)cc1 (configuration not stated)
→ 6.9	0.2	0.8	-3.8	11.5	0.4	5.0	-1.0	-1.3

Source: PubChem BioAssay
